# Screens as filed in PubChem.
# All columns: NCI-60 one-dose screen, growth in % after 48 h at 10 µM unless noted; 100 = growth as untreated, 0 = no growth, -100 = all killed.
# ACHN: ACHN renal cancer; hit rate 4.9% among 81,000; AID 1794771
# CAKI-1: CAKI-1 renal cancer; AID 1794772; hit rate 4.7% among 75,000
# RXF 393: RXF 393 renal cancer cells; hit rate 6.9% among 77,000
# OVCAR-5: OVCAR-5 ovarian cancer; AID 1794783; hit rate 2.9% among 82,000
# OVCAR-4: OVCAR-4 ovarian cancer cells; hit rate 3.7% among 80,000
# OVCAR-8: OVCAR-8 ovarian cancer | hit rate 4.4% among 81,000
# OVCAR-3: OVCAR-3 ovarian cancer; AID 1794787; hit rate 7% among 79,000
# A498: A498 renal cancer cells. hit rate 5.4% among 76,000
# The depositor's hits bear a star; nt = not tested or not shown; & = joins results of further samples; ! = not active in a repeat. Rule for the calls: active = growth percent below 10; inactive = the rest.
SMILES,ACHN,CAKI-1,RXF 393,OVCAR-5,OVCAR-4,OVCAR-8,OVCAR-3,A498
Cc1cc(C)c(C)c(C(=O)c2ccc(F)cc2)c1C,114,97,125,117,104,102,100,91
CCOC(=O)c1nn(-c2ccccc2)cc1/C=C1\SC(=S)N(CCc2ccccc2)C1=O,95,85,90,92,102,97,103,82
CCCCCCCCNC=O,110,103,110,117,105,110,104,69
CCOc1ccc(NC(=O)C2CCCN(C)C2)cc1 (stereo not drawn),109,100,nt,162,104,90,99,235
CS(=O)(=O)c1cccc(-c2c(-c3cccc(O)c3)nc3sccn23)c1,112,69,104,103,103,104,113,117
C/C(=C/c1ccco1)[N+](=O)[O-],99,nt,112,100,105,102,107,103
CC(=O)Oc1cc(C(C)C)ccc1C,99,102,104,91,120,125,124,101
COc1ccc(-c2ccc(-c3nc4ccccc4s3)c(=O)[nH]2)cc1,102,94,100,97,86,106,100,76
CC(C)(C)n1cc(-c2ccnc(NCCCNS(=O)(=O)c3ccc(Br)cc3)c2)c(-c2cccc(F)c2)n1,88,92,79,83,87,89,100,99
Cc1nc2sc(C(=O)Nc3cccc(Cl)c3C)c(N)c2cc1C(C)O (stereo not drawn),36,nt,3.2*,56,54,22,-5.7*,9.0*
Nc1ncnc2c1ncn2C1(CO)OCC(O)C(O)C1O (stereo not drawn),107,nt,110,109,111,102,103,108
C/C(=C(/c1ccc(Cl)cc1)c1ccc(OCCN2CCOCC2)cc1)c1ccccc1,100,82,102,84,90,102,86,101
O=C1CCCCC1C(O)(C(=O)c1ccccc1)c1ccccc1 (stereo not drawn),103,86,87,96,nt,102,108,nt
CCOC(=O)c1cccc(NC2=C(Br)C(=O)C(C)=C(C)C2=O)c1,103,99,104,98,98,104,112,100
Cc1ccc(-c2cc(-c3ccc(F)cc3)[nH]c(=O)c2C#N)s1,100,101,101,110,103,88,100,91
Cc1cccc(N2CCN(C(C)(C)C#N)CC2)c1,110,106,107,105,110,104,125,100
O=C(CSc1nc2sc3c(c2c(=O)n1-c1ccc(Cl)cc1)CCCC3)N/N=C/c1ccc(OCc2ccccc2)cc1,109,103,102,109,61,74,119,81
N=C(N)c1ccc(-c2ccc(Cl)cc2)cn1,96,75,108,90,99,100,99,84
CN(C)CCN(C)C(=O)C(c1ccccc1)C1CCCCC1 (stereo not drawn),99,95,104,99,118,112,98,102
O=c1[nH]c(O)c(/C=N\C(=S)Nc2cc(Cl)ccc2Cl)c(=O)[nH]1,93,89,109,97,106,96,109,80
COc1ccc(C(=O)Cc2ccccc2C(=O)O)cc1,107,94,102,110,97,101,103,99
COc1cc(C2C=C(c3ccc(C)cc3)Nc3nc(SC)[nH]c(=O)c32)ccc1Oc1ccnc2cc(Cl)ccc12 (stereo not drawn),56,68,83,84,86,83,81,72
CC(=O)c1cc(C(=O)N2c3ccccc3Sc3ccccc32)n2c1ccc1ccccc12,50,47,67,87,78,72,nt,30
Cc1ccc(S(=O)(=O)c2nc(S(=O)(=O)c3ccc(C)cc3)c(NCc3ccccc3)s2)cc1,97,87,107,104,90,107,98,93

# Another view of part of the listing above:
# Below each compound: ACHN	CAKI-1	RXF 393	OVCAR-5	OVCAR-4	OVCAR-8	OVCAR-3	A498
> Nc1ncnc2c1ncn2C1(CO)OCC(O)C(O)C1O (stereo not drawn)
  107	nt	110	109	111	102	103	108
> C/C(=C(/c1ccc(Cl)cc1)c1ccc(OCCN2CCOCC2)cc1)c1ccccc1
  100	82	102	84	90	102	86	101
> O=C1CCCCC1C(O)(C(=O)c1ccccc1)c1ccccc1 (stereo not drawn)
  103	86	87	96	nt	102	108	nt
> CCOC(=O)c1cccc(NC2=C(Br)C(=O)C(C)=C(C)C2=O)c1
  103	99	104	98	98	104	112	100
> Cc1ccc(-c2cc(-c3ccc(F)cc3)[nH]c(=O)c2C#N)s1
  100	101	101	110	103	88	100	91
> Cc1cccc(N2CCN(C(C)(C)C#N)CC2)c1
  110	106	107	105	110	104	125	100
> O=C(CSc1nc2sc3c(c2c(=O)n1-c1ccc(Cl)cc1)CCCC3)N/N=C/c1ccc(OCc2ccccc2)cc1
  109	103	102	109	61	74	119	81
> N=C(N)c1ccc(-c2ccc(Cl)cc2)cn1
  96	75	108	90	99	100	99	84
> CN(C)CCN(C)C(=O)C(c1ccccc1)C1CCCCC1 (stereo not drawn)
  99	95	104	99	118	112	98	102
> O=c1[nH]c(O)c(/C=N\C(=S)Nc2cc(Cl)ccc2Cl)c(=O)[nH]1
  93	89	109	97	106	96	109	80
> COc1ccc(C(=O)Cc2ccccc2C(=O)O)cc1
  107	94	102	110	97	101	103	99
> COc1cc(C2C=C(c3ccc(C)cc3)Nc3nc(SC)[nH]c(=O)c32)ccc1Oc1ccnc2cc(Cl)ccc12 (stereo not drawn)
  56	68	83	84	86	83	81	72
> CC(=O)c1cc(C(=O)N2c3ccccc3Sc3ccccc32)n2c1ccc1ccccc12
  50	47	67	87	78	72	nt	30
> Cc1ccc(S(=O)(=O)c2nc(S(=O)(=O)c3ccc(C)cc3)c(NCc3ccccc3)s2)cc1
  97	87	107	104	90	107	98	93

# Following part:
SMILES,ACHN,CAKI-1,RXF 393,OVCAR-5,OVCAR-4,OVCAR-8,OVCAR-3,A498
OC(COc1ccccc1Cl)CN1CCOCC1 (stereo not drawn),109,102,135,112,105,92,112,119
CC(CC(=O)O)C(C)C(=O)O (stereo not drawn),104,94,104,104,105,97,117,77
O=C1/C(=C/C=C/c2ccco2)SC(=S)N1c1ccccc1,67,87,-34*,88,91,66,nt,nt
O=C1c2ccccc2C(=O)N1Cc1cc(Br)ccc1O,107,101,92,93,100,100,152,104
CN(C)c1ccc(-c2ccc3[nH]c(=O)nc(-c4ccc(F)cc4)c3c2)cn1,52,nt,42,80,67,44,6.7*,19
O=[N+]([O-])c1cc(O)cc2cccnc12,97,110,115,116,107,95,105,104
O=C(c1ccccc1)N1Cc2cc(-c3ccccc3)nn2[C@H]2CCCCN21,106,93,116,102,93,104,108,92
Cc1c(C(N)=O)sc2nc(SCC(=O)n3[nH]c(=O)cc3N)n(Cc3ccccc3)c(=O)c12,106,98,104,107,102,99,104,63
O=C(OCCCl)c1ccco1,101,90,95,98,118,105,107,89
CCOC(=O)c1ccc([N+](=O)[O-])cc1,106,107,116,102,107,101,109,95
CCOC(=O)c1cc(C(=O)c2cc(OC)c(OC)c(OC)c2)n2ccc(-c3ccccn3)cc12,81,92,91,95,nt,103,115,106
CCC(=O)OCC1OC(n2cnc3c(=S)nc(N)[nH]c32)C(OC(=O)CC)C1OC(=O)CC (stereo not drawn),63,nt,nt,65,77,53,65,82
C=C(C)[C@@H]1C/C=C(/C=O)CC[C@@H]2O[C@@]2(C)CC/C=C(\C)CC1,100,8.5*,104,97,122,105,110,124
COc1cc(/C=C/C(=O)NCC(=O)NN=C(C)C)cc(OC)c1OC,104,84,107,112,109,104,107,103
Cc1ccc(Cl)c(-n2c(SCC(=O)NN)nc3ccccc3c2=O)c1,106,nt,nt,107,104,104,112,86
CCC(=O)O[C@H]1[C@H](O[C@@H]2[C@@H](C)[C@H](O[C@H]3C[C@@](C)(OC)[C@@H](O)[C@H](C)O3)[C@@H](C)C(=O)O[C@H](CC)[C@@](C)(O)[C@H](O)[C@@H](C)C(=O)[C@H](C)C[C@@]2(C)O)O[C@H](C)C[C@@H]1N(C)C,nt,83,113,nt,113,98,107,95
CN1CCN(c2ccc(NCc3cn(-c4ccc(C(F)(F)F)cc4)nc3-c3ccc(C(=O)O)cc3)cc2C(F)(F)F)CC1,80,74,95,108,108,82,95,nt
C=C(C)[C@@H]1CC[C@]2(C(=O)NNC(=O)c3ccncc3)CC[C@]3(C)[C@H](CC[C@@H]4[C@@]5(C)CCCNC(C)(C)[C@@H]5CC[C@]43C)[C@@H]12,107,88,110,106,113,104,114,87
FC(F)(F)c1cccc(N(c2nc(Cl)nc(Cl)n2)c2nc(Cl)nc(Cl)n2)c1,104,95,101,111,116,105,103,99
Nc1cc2c(cc1Cl)-c1ccccc1C2,94,100,118,95,nt,118,106,88
N#Cc1c(C#N)c(O)c2ccccc2c1O,93,68,118,116,99,100,119,121
CC[C@@]12C=C(C)[C@H]3c4c(cc(O)cc4N1C(=O)C(C)=C2O)[C@@H](O)[C@@H]3C,110,103,115,101,105,106,114,99
Nc1ccc([N+](=O)[O-])cc1C(=O)O,112,108,99,104,114,98,111,73
CN1CCN(c2nc(-c3cn4ccsc4n3)cc3ccccc23)CC1,63,65,80,91,98,96,nt,nt
COc1cc(OC)c2ccc(C=O)c(O)c2c1,101,90,110,102,nt,102,121,nt
CN(C)C(=O)c1cc(-c2ccc3ncnc(NCc4ccccc4)c3c2)cnc1N,69,27,-4.1*,63,81,97,85,-2.8*
Cc1cc(N)on1,113,96,100,106,109,94,113,97
Cc1[nH]n(C(=O)c2ccncc2)c(=O)c1N=Nc1ccc(O)c(C(=O)O)c1,106,nt,nt,123,109,115,105,110
Oc1ccc(NC(=S)Nc2ccccc2)cc1,99,82,110,96,103,106,97,108
CCOC(OCC)c1ccc(-n2c(N)c(C#N)cnc2=S)c2c1OC2=NC=C(C#N)C#N,98,nt,117,109,107,99,109,113
CNC(=O)NC(C)(C)C,107,91,106,109,100,106,107,107
CCCCCc1ccc(C(=O)N2CCN(C)CC2)cc1,98,92,128,104,107,102,109,101
CC(C)(C)n1cc(-c2ccnc(NCCNS(=O)(=O)c3ccc(C(F)(F)F)cc3)c2)c(-c2cccc(F)c2)n1,102,83,90,102,69,78,86,74
COc1ccc(-c2cc(-c3ccc(Nc4ncnc5cc(Cl)ccc45)cc3)nc(N3CCCC3)n2)cc1OC,102,90,102,104,108,99,110,121
Cc1cnnn1-c1nonc1-n1cccc1,98,98,116,105,110,99,112,102
COc1cc(CC(C(=O)OC(C)(C)C)C(=O)OC(C)(C)C)cc(OC)c1OC,92,88,106,104,101,105,100,66
O=C(/C=C/c1ccco1)c1ccc([N+](=O)[O-])cc1,99,91,109,95,89,97,112,nt
CC1(c2ccc(N)cc2)c2[nH]c3ccccc3c2C(C)(c2ccc(N)cc2)c2[nH]c3ccccc3c21 (stereo not drawn),91,91,100,103,93,100,85,nt
O=C(Nc1ccccc1-c1ccccc1)C(=O)Nc1ccccc1-c1ccccc1,105,94,116,91,107,107,115,100
c1ccc(-c2cnnc3c4ccccc4nn23)cc1,92,85,nt,77,93,100,111,105
C[C@@H](O)[C@@H]1CC[C@]2(CO)CC[C@]3(C)[C@H](CC[C@@H]4[C@@]5(C)C/C(=C/c6cccnc6)[C@H](O)C(C)(C)[C@@H]5CC[C@]43C)[C@@H]12,95,76,113,98,92,98,105,107
Cc1ccc(CNc2c3ccccc3nc3ccccc23)cc1,14,19,10,38,24,22,34,7.6*
c1cc2ccc3cc2cc1CNCCOCCNCc1ccc2ccc(cc2c1)CNCCOCCNC3,70,15,-40*,-17*,-40*,-3.1*,-40*,32
CC(=O)N1N=C(c2ccccc2)CC1c1ccc2c(c1)OCO2 (stereo not drawn),99,80,103,104,68,93,98,nt
CC(OC(=O)Nc1cccc(Cl)c1)C(=O)O (stereo not drawn),97,nt,98,89,99,95,96,23
CNC(C)[C@H]1CCC2C3CC=C4C(=O)[C@@H](NC(=O)C=C(C)C)CC[C@]4(C)C3CC[C@@]21C (stereo partly drawn),26,4.0*,-59*,66,-13*,42,-14*,56
COc1ccc(/C=N/NC(=O)c2cnn3c2N(C(C)=O)C(c2ccccc2)C3)cc1OC1CCCC1 (stereo not drawn),97,90,104,98,82,94,104,nt
O=c1[nH]c2cc([N+](=O)[O-])ccc2c2cc(Br)ccc12,85,69,100,105,84,78,104,84
CCN(CC)c1ccc(NC(c2ccccc2)C(O)c2ccccc2)cc1 (stereo not drawn),101,95,100,98,75,99,101,nt
ONc1nc(NO)c2[nH]cnc2n1,61,64,86,89,85,58,88,79
CN1CCCc2cc(/C=C3\SC(=S)N(CC(=O)O)C3=O)ccc21,89,89,104,101,111,100,101,94
CC(=O)O[C@@H]1C[C@]2(C)[C@@H](C(C)=O)CC[C@H]2[C@@H]2CCC3=CC(=O)CC[C@]3(C)[C@H]21,98,84,121,91,100,100,98,48
Cc1ccc(N(CCCc2ccccc2)CCCc2ccccc2)cc1,101,98,nt,122,95,nt,112,97
COc1cc(C=O)cc(Br)c1O,102&100,107&77,118,104&108,123&114,116&102,113&102,113&117
O=C(Nc1ccc(Cl)c(Cl)c1)Nc1ccc(Cl)c(Cl)c1,7.1*,-2.1*,-88*!,-85*!,-86*,-79*!,6.4*,-0.9*
O=C1c2[nH]cc(CN[C@@H]3CCCN3)c2C(=O)c2c1c(O)c1ccccc1c2O,-93*,-18*,-98*,-95*,nt,-92*,-96*,38
COc1cc2oc(-c3cccc(C(=O)Nc4ccc5c(c4)OCO5)c3)cc(=O)c2c(OC)c1OC,90,72,71,84,96,54,87,nt
CN(C)CCCOc1c2ccc(Cl)cc2nc2c1oc1ccc(Cl)cc12,-86*,-12*,-87*,21,51,27,45,-6.7*
N#Cc1[nH]nc2nc[nH]c(=O)c12,114,85,102,115,106,87,111,86
Cc1c(O)c2c(c(C)c1CCO)C(O)C(C)(CO)C2O (stereo not drawn),106,94,111,110,104,109,110,110
# Additional structures follow.
SMILES,ACHN,CAKI-1,RXF 393,OVCAR-5,OVCAR-4,OVCAR-8,OVCAR-3,A498
CCCN(C(C)=O)c1ccccc1,108,110,111,102,112,116,120,115
O=C(CCCCCCNC(=O)c1cc(=O)c(O)co1)Nc1ccccc1,109,100,111,104,104,100,115,94
C#C[C@]1(O)CC[C@H]2[C@@H]3CC=C4c5nc(Nc6ccccc6[N+](=O)[O-])sc5CC[C@]4(C)[C@H]3CC[C@@]21C,71,39,-44*,70,85,86,66,12
CCOC(=O)c1c(Nc2ccccc2)nn2c(-c3ccc(F)cc3)c(C#N)cnc12,74,77,89,98,85,85,115,73
O=C1CCCN1C1CCN(Cc2ccccc2)c2ccccc21 (stereo not drawn),104,85,114,94,103,110,111,100
c1ccc(Nc2cc(-c3cccnc3)[nH]n2)cc1,92,90,107,94,97,96,100,69
